# Bioassay records: PubChem, several laboratories
# IDE act: boosts human insulin-degrading enzyme activity in HEK cells | FAbeta-B cleavage, fluorescence polarization; 0% vehicle, 100% cell-free pure enzyme wells | P14735 | 340,000 compounds, 0.073% hits | activation, % at 5.96 µM;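 active = activation above the mean of all tested compounds plus 3 SD, set per screening campaign, cut at about 17% in these data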
# NALP1 yeast inh: blocks the NALP1 inflammasome reconstituted in yeast; S. cerevisiae NALP1/ASC/caspase-1 growth, X-gal OD620, 72 h; inhibition, % at 10 µM; 280,000 compounds, 0.61% hits; in the data active = inhibition mostly above about 24%, no sharp cut-off; inactive = mostly below about 32%; note: some compounds called inactive have numbers as strong as hits
# IDE inh: inhibits human insulin-degrading enzyme in HEK cells | P14735 | FAbetaB cleavage, fluorescence polarization | inhibition, % at 5.59 µM | 320,000 compounds, 0.41% hits;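 active = percent inhibition above the average of all tested compounds plus 3 SD, set per screening campaign, cut at about 16% in these data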;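 note: IDE supplied by intact live HEK cells; FP after avidin binding of uncleaved biotin substrate so inhibition keeps polarization high; 0% = DMSO wells and 100% = 60 µM reference IDE inhibitor Ii1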
# p-CIP stab down: p/CIP protein destabilization | F442A p/CIP-EGFP cells, EGFP fluorescence, 16 h | decrease of EGFP signal, % at 10 µM | 290,000 compounds, 0.01% hits | AID 1984;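 active = EGFP signal decrease of at least 30% at 10 µM or well 3 SD below plate mean, unless failing retest; inactive = the rest, including hits failing retest or dose response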; note: some compounds called inactive have numbers as strong as hits; many of its hits are not listed in these tables
# M18AAP inhibitor: PfM18AAP enzyme inhibition | recombinant PfM18AAP, H-Glu-NHMec fluorogenic cleavage | AID 1822 | inhibition, % at 7.35 µM | 290,000 compounds, 1.2% hits;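 active = inhibition above the campaign mean inhibition over all tested compounds plus 3 SD, cut at about 28% in these data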;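 note: 0% = plate median of test compound wells and 100% = 2 mM ZnCl2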
# PHOSPHO1 inh: inhibitors of human PHOSPHO1 phosphatase; Q8TCT1; recombinant PHOSPHO1, absorbance phosphatase assay; inhibition, % at 13.3 µM; 290,000 compounds, 1.1% hits; AID 1565; in the data active = inhibition above about 60%
# Target sequence (Q8TCT1 whole entry, looked up): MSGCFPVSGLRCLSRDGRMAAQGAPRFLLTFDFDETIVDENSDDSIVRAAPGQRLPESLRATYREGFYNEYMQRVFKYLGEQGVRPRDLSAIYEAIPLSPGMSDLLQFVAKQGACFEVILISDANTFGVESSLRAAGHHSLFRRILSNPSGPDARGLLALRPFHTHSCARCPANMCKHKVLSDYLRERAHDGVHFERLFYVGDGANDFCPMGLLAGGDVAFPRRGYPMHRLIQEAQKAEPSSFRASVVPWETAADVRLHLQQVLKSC
# IMP-1 inh: inhibitors of Pseudomonas aeruginosa IMP-1 metallo-beta-lactamase | purified IMP-1, nitrocefin hydrolysis, epi-absorbance fluorescence | inhibition, % at 5.6 µM | 290,000 compounds, 0.45% hits;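 active = inhibition above the mean plus 3 SD of all compounds in the same screening run, cut at about 4.5% in these data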;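 note: 0% = IMP-1 with DMSO and 100% = DMSO wells lacking enzyme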
#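 System: Purified recombinant IMP-1 metallo-beta-lactamase enzyme | Measured by: Fluorescence quenching readout, ex 480/em 530 nm | Replication: Singlicate | Incubation: 15 min preincubation plus 25 min reaction at 25 °C | Evaluation: Percent inhibition from optical density relative to buffer-blank wells | Benchmarks: DMSO with and without IMP-1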
# VIM-2 inh: inhibitors of Pseudomonas aeruginosa VIM-2 metallo-beta-lactamase. purified VIM-2, nitrocefin hydrolysis, epi-absorbance fluorescence. inhibition, % at 5.6 µM. 290,000 compounds, 0.89% hits;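 active = inhibition above the mean of all tested compounds plus 3 SD, cutoff set per screening run, cut at about 7.5% in these data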;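 note: red hydrolysis product quenches plate fluorescence so inhibitors raise well fluorescence; 0% = enzyme with DMSO and 100% = DMSO without enzyme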
# GPR7 antagonist: blocks human GPR7 receptor signaling; GPR7-expressing cells, fluorescence antagonist assay; 290,000 compounds, 1.1% hits; AID 1861; inhibition, % at 4.4 µM; P48145; in the data active = inhibition above about 16%, passing the limit was not always enough;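 note: cells stimulated with the agonist NPW; 0% = agonist with vehicle and 100% = vehicle without agonist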
# Target sequence (P48145 whole entry, looked up): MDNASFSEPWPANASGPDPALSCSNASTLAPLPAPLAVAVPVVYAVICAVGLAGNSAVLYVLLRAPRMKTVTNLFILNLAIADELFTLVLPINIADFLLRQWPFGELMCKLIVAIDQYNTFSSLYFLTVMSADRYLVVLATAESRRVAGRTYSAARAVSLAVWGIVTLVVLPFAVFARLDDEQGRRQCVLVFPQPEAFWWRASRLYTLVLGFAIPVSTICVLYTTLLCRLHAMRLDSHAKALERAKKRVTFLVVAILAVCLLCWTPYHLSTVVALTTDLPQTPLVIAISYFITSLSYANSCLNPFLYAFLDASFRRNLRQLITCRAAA
# Active calls of the source: *; x = no result given. Compounds as they come; 5.3% or so of the library scored in one or more.
No.	structure	IDE act	NALP1 yeast inh	IDE inh	p-CIP stab down	M18AAP inhibitor	PHOSPHO1 inh	IMP-1 inh	VIM-2 inh	GPR7 antagonist
1	COc1ccc(Cc2nnc(NS(=O)(=O)c3ccc(NC(C)=O)cc3)s2)cc1	4	-7	-3	-20	2	30	-4.9	-3.5	-10
2	CCOC(=O)C1=C(C)OC(N)=C(C#N)C1c1cc2c(cc1[N+](=O)[O-])OCO2 (stereo not drawn)	1	-9	-2	-1	26	-20	-1.1	-0.4	4
3	O=C(NCc1ccccn1)C(=O)Nc1nc(-c2ccccc2)cs1	8	x	0	3	14	46	-6.2	-4.1	-2
4	O=C(N/N=C/c1ccc(OCc2ccccc2)cc1)c1ccco1	5	6	8	10	1	-12	-2.3	-4.0	1
5	CCN(CC(=O)Nc1c(F)cccc1F)C(=O)COc1ccc2c(C)cc(=O)oc2c1	5	-2	9	2	-8	44	-0.7	1.9	-8
6	COc1cc(C(CCN2CCCC(C)C2)c2c(OC)cc(OC)c3c(-c4ccccc4)cc(=O)oc23)cc(OC)c1OC (stereo not drawn)	4	16	2	4	x	26	x	x	x
7	CCN1C=C(Cc2ccc(F)cc2)C2=C(C1)C(c1ccc(F)cc1)C(C#N)=C(N)O2 (stereo not drawn)	0	2	1	1	1	16	-2.9	-2.4	-1
8	Cn1c(=O)c2ccccc2n(Cc2ccccc2F)c1=O	1	-20	0	-7	-7	-6	-1.2	-1.0	-7
9	O=C(COC(=O)C1CCN(/C=C/C(=O)C(F)(F)F)CC1)Nc1cccc(F)c1	6	26	1	3	3	10	-2.8	-1.6	3
10	Cc1cc(C)nc(NC(=O)C(c2ccccc2)c2ccccc2)c1	2	32	-2	3	0	-9	-1.3	-1.7	-2
11	CN(C)CC/C=C1/c2ccccc2Sc2c(O)cc(Cl)cc21	-4	23	-4	-7	7	-48	-4.0	-2.2	-9
12	Cc1ccc2c(c1)N(Cc1cccc(C#N)c1)C=NS2(=O)=O	1	-3	2	-1	1	38	-3.4	-0.4	-3
13	CCc1ccc(N(CC(=O)NC(C)(C)C)C(=O)CNC(=O)c2cccs2)cc1	-1	-7	-1	-12	5	35	-1.2	-1.4	-2
14	Cc1ccc(S(=O)(=O)Cc2ccc(C(=O)NCCc3ccccc3)o2)cc1	4	12	2	-8	-10	34	2.5	-1.3	-11
15	CCn1c(-c2nonc2NC(=O)c2ccccc2)nc2ccccc21	-3	2	-4	-14	3	-9	-5.7	-2.1	-1
16	NC(N)=NC(N)=Nc1cccc(Cl)c1	2	1	4	8	x	13	x	x	x
17	CCOc1ccc(N=C2NC(=O)SC2CC(=O)OC)cc1 (stereo not drawn)	4	6	-3	-8	-6	13	-1.9	-1.4	-9
18	CC(C)CNS(=O)(=O)c1ccc(CCC(=O)N2CCN(Cc3ccccc3)CC2)cc1	-2	5	0	2	5	-7	-3.5	-3.2	-8
19	CCOC(=O)C1CCCN(C(=O)c2cc(S(=O)(=O)N3CCCCC3)ccc2C)C1 (stereo not drawn)	-6	24	-1	-10	1	24	-1.4	0.8	11
20	COc1ccc(C(=O)NC(=S)NCc2cccnc2)cc1OC	5	1	1	0	-1	44	0.5	-2.3	-8
21	COc1cc(NC(=O)CCc2nnc3ccc(N4CCC5(CC4)OCCO5)nn23)cc(OC)c1	6	8	3	6	1	19	-1.8	-1.2	-8
22	C/C(=N\NS(=O)(=O)c1ccccc1)c1cccc(NC(=O)c2cccc(Cl)c2)c1	2	25	2	0	4	3	-3.4	-2.7	0
23	CCOc1ccc(NS(=O)(=O)c2ccc(OCC(=O)NCc3ccncc3)cc2)cc1	-3	13	7	9	-7	27	-3.0	-0.6	-1
24	CCOc1ccccc1/C=C(/C#N)C(N)=O	3	11	1	-8	2	26	-2.5	-1.6	-1
25	CN(C)C(=O)CSc1nnc(Cc2ccc([N+](=O)[O-])cc2)o1	6	10	-3	-6	-18	46	-1.3	2.0	-11
26	Cc1ccccc1NC(=O)C(C)c1cccc(C(=O)c2ccccc2)c1 (stereo not drawn)	-3	12	0	-4	-4	-7	-2.4	-2.3	3
27	Cc1ccc(-c2nc(N/N=C/c3cccc([N+](=O)[O-])c3)c3ccccc3n2)cc1	-7	0	4	-3	12	-20	-3.1	-4.6	0
28	CCC(Oc1ccccc1)C(=O)Nc1ccc(S(=O)(=O)Nc2cnc3ccccc3n2)cc1 (stereo not drawn)	2	29	6	-14	-7	0	-3.4	-2.0	4
29	Cc1nc(N2CCN(C(=O)c3cccs3)CC2)c2c3c(sc2n1)CCCC3	-1	-5	7	-12	0	28	-2.9	1.5	15
30	COC(=O)c1sccc1NC(=O)c1ccoc1C	1	23	1	0	-1	-7	-2.0	0.5	-2
31	O=C(CN1C(=O)CSc2cc(S(=O)(=O)N3CCCCCC3)ccc21)NCCc1ccccc1	4	20	2	3	-2	2	-3.4	-1.5	-6
32	COC(=O)c1sc(NC(=O)c2ccncc2)nc1C	5	18	-2	14	-12	29	0.5	0.4	7
33	COc1ccc(Nc2oc(-c3ccc(Cl)cc3)nc2C#N)cc1	-1	-8	1	-9	0	29	-1.0	-1.0	-5
34	CC1(C)CC(CC(=O)Nc2nccs2)(c2ccccc2)CCO1 (stereo not drawn)	2	38	3	0	-1	2	-1.7	-0.7	11
35	CCOc1ccc(-c2n[nH]c(C)c2Oc2ccccc2OC)c(O)c1	5	16	-9	-6	0	-20	0.3	-3.9	-16
36	CC(=O)c1ccc(NC(=O)C2CCN(S(=O)(=O)c3cccc4nonc34)CC2)cc1	-2	5	9	10	-2	36	-4.6	-3.3	-2
37	CCCCSc1nnc(-c2ccccc2N)c(=O)[nH]1	6	-32	3	-9	14	90*	-2.1	1.1	-3
38	C/C=C\C=C/C(=O)Nc1cccc(C2=NOC3(C2)C[C@H](C(N)=O)N(C(=O)c2ccc(OC)cc2)C3)c1 (stereo partly drawn)	-1	x	0	-12	x	31	x	x	x
39	CCOc1ccc(NC(=O)CN2CCN(C3c4ccccc4-c4ccccc43)CC2)cc1	2	-19	-2	-2	1	-14	-1.9	-3.6	-18
40	O=C(Oc1ccc2ccccc2c1)C1CCC1	1	-12	x	2	0	15	-1.9	-1.5	-10
41	O=S(=O)(Nc1ccc2c(c1)OCCO2)c1cccs1	-2	x	1	-14	-9	-7	-3.3	-3.2	-6
42	CCC1CCCCN1CCCNC(=O)C1CCN(c2ncnc3c2nc2n3CCCCC2)CC1 (stereo not drawn)	-4	7	-2	-5	-14	26	-0.7	0.6	3
43	O=C1CN(S(=O)(=O)c2cccc(C(=O)O)c2)c2ccccc2N1	1	26	-7	0	-4	-6	-0.6	1.9	-9
44	Clc1ccc(C2CC(c3cccs3)n3ncnc3N2)cc1 (stereo not drawn)	x	x	0	-3	3	36	-3.3	-3.6	11
45	N#C/C=C(/N)N1CCN(c2ccc(Cl)c(Cl)c2)CC1	2	37	-1	-5	-3	-2	-0.3	0.1	17
46	Cc1ccc(C(=O)O)c(C(=O)Nc2nc(C)cs2)c1	4	24	-2	-6	4	10	-1.6	-1.7	-2
47	C=CCOc1ccc(C2NC(=S)NC(c3ccccc3)=C2C(C)=O)cc1OC (stereo not drawn)	4	2	-10	1	-1	23	-3.8	-2.0	-17
48	Cn1nnnc1SCC(=O)N1CCCc2ccccc21	2	4	1	-9	2	1	-1.1	-1.8	-11
49	O=C(NCCc1ccccn1)c1ccc(S(=O)(=O)N2CCCCCC2)cc1	1	-8	-4	1	4	9	-2.2	-1.0	-8
50	CN(C)c1cccc2c(C=C(C#N)C#N)ccc(N(C)C)c12	2	30	-3	4	6	-4	-3.8	3.2	-12
51	O=C1C=C(O)CC(c2ccco2)C1 (stereo not drawn)	6	11	5	-12	12	10	-3.3	-1.6	-14
52	COc1ccc(-c2nc(CS(=O)(=O)CC(=O)NC3CCC(C)CC3)c(C)o2)cc1 (stereo not drawn)	1	1	-1	-20	-4	0	-0.8	-0.8	-17
53	COc1cc(NS(=O)(=O)c2ccc(NC(=S)NC(=O)c3ccc(Br)cc3)cc2)ncn1	-1	24	-2	-15	-1	24	-2.3	-2.5	-11
54	COc1ccc(C(=O)Nc2ccc(Cn3ccnc3)cc2)cc1OC	-2	-10	-5	2	-8	x	-3.3	8.5*	-14
55	COc1ccc(CNC(=O)c2cc(=O)c3cc(C)c(C)cc3o2)cc1	3	7	-2	4	-17	16	-1.9	-0.7	2
56	CCCC(=O)Nc1sc(C)c(-c2ccc(C(C)CC)cc2)c1C#N (stereo not drawn)	6	-4	4	-34	-8	11	-3.6	-3.0	-11
57	CCc1nc2ccccc2c(=O)n1NC(=O)c1c(O)c2ccccc2[nH]c1=O	3	16	3	-1	4	-101	-3.9	-2.6	-6
58	COC(=O)c1ccccc1NC(=O)CN1CCN(Cc2ccccc2)CC1	2	35	3	7	0	38	-2.8	-2.2	1
59	Nc1ncc([N+](=O)[O-])c(Oc2ccccc2F)n1	9	6	-1	-22	-12	10	-3.3	-0.7	-10
60	CCOc1ccccc1N(C(=O)Nc1ccc(Cl)cc1)C1=NCCS1	-3	42	1	-4	-6	4	-4.4	-5.0	-5

# Next section:
No.	structure	IDE act	NALP1 yeast inh	IDE inh	p-CIP stab down	M18AAP inhibitor	PHOSPHO1 inh	IMP-1 inh	VIM-2 inh	GPR7 antagonist
61	CC(C)(C)c1ccc(NC(=O)CCNC(=O)c2ccco2)cc1	4	-4	-4	11	-1	31	-4.2	-4.8	-2
62	COCc1nn2c(N)c(C#N)cnc2c1-c1ccccc1	-5	8	0	-10	-1	-25	-3.6	-3.9	-13
63	O=C(CSc1ccc(Cl)cc1)c1ccco1	3	-22	6	-2	8	11	-0.2	-0.8	-3
64	Cc1ccc(C(=O)Nc2ccccc2-c2ccccc2)cc1S(=O)(=O)Nc1cccc(C)c1C	1	13	5	-11	1	30	-1.0	-1.5	-7
65	O=C(CN1C(=O)CSc2ccc(S(=O)(=O)N3CCOCC3)cc21)NCc1ccc(F)cc1	7	0	0	-6	6	47	-1.4	-5.2	3
66	O=C(CCNC(=O)c1ccccc1Cl)Nc1ccc2c(c1)OCO2	5	46	0	-2	7	14	-2.7	-4.0	-1
67	COc1ccccc1CC(=O)Nc1cccc2c1CCCC2	7	29	2	-35	-11	-18	-1.9	-1.6	9
68	Cc1cccc(CS(=O)(=O)Cc2ccc(C(=O)NCCc3ccccc3)o2)c1	4	3	2	-13	6	53	-2.6	-3.3	-1
69	C/C(N)=C(/C#N)C(=O)CSc1nnnn1-c1ccc(C)cc1C	-4	14	3	29	-6	11	-2.5	-1.2	-19
70	COc1ccc(Cl)cc1NC(=O)CN(C)S(=O)(=O)c1cccs1	-2	14	-1	3	3	20	-2.6	-1.8	7
71	CCOC(=O)c1c[nH]c2c3c(ccc2c1=O)CCCC3	2	20	4	8	2	18	-2.4	0.1	-10
72	Cc1c(NC(=O)CSc2ncccn2)c(=O)n(-c2ccccc2)n1C	2	1	2	33	1	16	-5.0	-1.9	-8
73	COc1cc(/C=C2\CCCc3c2nc2ccccc2c3C(=O)O)cc([N+](=O)[O-])c1O	4	-12	-7	10	13	-13	-3.4	0.4	-8
74	Cc1cc(NC(=O)c2oc3ccccc3c2C)ccc1-n1cnnn1	6	8	8	-1	7	39	-5.1	-3.6	-5
